Screening results (PubChem BioAssay)
PfHsp90 set2: inhibits growth of yeast expressing Plasmodium falciparum Hsp90; 310,000 compounds, 0.32% hits; inhibition, % at 9.4 µM; S. cerevisiae expressing PfHsp90, BacTiter-Glo ATP, 48 h; yeast lacking PDR1 and PDR3 efflux regulators; AID 504621;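 active means every replicate shows inhibition above about 80%, whatever the replicate mean, limit read from the data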;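 further: 0% = DMSO neutral controls and 100% = 20 µM radicicol positive controls; yeast relying on Plasmodium falciparum Hsp90 in place of its own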
E coli growth: bacterial growth inhibition, counter-screen for AddAB inhibitors | 330,000 compounds, 0.27% hits | inhibition, % at 11.9 µM | E. coli V3065 growth, OD600 absorbance, 18 h | AID 449728;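 active means inhibition above the campaign's mean inhibition across all tested compounds plus 3 SD, cut at about 9.9% in these data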;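 further: uninfected addAB+ strain grown without phage in ampicillin broth; 0% = DMSO wells and 100% = ciprofloxacin 0.95 µg/ml wells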
PKA-R1A act: activates the PKA-R1A holoenzyme complex; P00514+P68181; activation, % at 11.4 µM; PKA-R1A dissociation, Cy5-IP20 fluorescence polarization; scaled: DMSO 0%, 113 µM cGMP 100%; 340,000 compounds, 0.083% hits;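 active means percent activation above the mean of all tested compounds plus 3 SD, cut at about 19% in these data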;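 further: higher means more PKAc released from R1A so a rise in polarization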
MOR-DOR inv ag: inverse agonists of human mu-delta opioid receptor heterodimerization; cell-based MOR-DOR heterodimer luminescence, inverse agonism; inhibition, % at 9.3 µM; 340,000 compounds, 0.21% hits; AID 504357; in the data active means inhibition above about 22%, passing the limit was not always enough;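 further: 0% = cells with DMSO and 100% = wells without cells with DMSO; values of inactives mirror those of a sister screen read the other way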
Target sequence (P35372 whole entry, looked up): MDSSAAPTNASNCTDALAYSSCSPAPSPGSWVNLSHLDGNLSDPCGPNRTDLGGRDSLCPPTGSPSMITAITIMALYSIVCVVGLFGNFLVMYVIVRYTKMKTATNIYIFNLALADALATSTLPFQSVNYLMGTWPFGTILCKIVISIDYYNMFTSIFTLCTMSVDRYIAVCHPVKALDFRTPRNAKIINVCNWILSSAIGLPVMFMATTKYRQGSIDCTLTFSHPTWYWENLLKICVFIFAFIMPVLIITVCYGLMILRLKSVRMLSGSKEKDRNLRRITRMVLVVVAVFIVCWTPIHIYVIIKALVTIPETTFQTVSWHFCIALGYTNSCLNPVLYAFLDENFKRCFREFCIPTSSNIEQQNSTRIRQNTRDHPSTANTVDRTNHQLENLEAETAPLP
Target sequence (P41143 whole entry, looked up): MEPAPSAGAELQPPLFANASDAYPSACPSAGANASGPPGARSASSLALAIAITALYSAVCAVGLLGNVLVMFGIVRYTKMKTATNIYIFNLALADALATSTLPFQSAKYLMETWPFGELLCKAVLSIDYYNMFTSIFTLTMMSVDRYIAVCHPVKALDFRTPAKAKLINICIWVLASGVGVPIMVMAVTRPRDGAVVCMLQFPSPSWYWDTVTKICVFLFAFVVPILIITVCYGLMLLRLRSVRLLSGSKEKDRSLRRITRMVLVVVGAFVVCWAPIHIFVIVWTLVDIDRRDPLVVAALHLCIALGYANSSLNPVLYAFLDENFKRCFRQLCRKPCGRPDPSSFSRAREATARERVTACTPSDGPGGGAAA
HTR5A inv ctr: counter-screen for OPRM1-OPRD1 inverse agonists: human HTR5A inverse agonism; P47898; HTR5A cell line, luminescence; inhibition, % at 9.3 µM; 340,000 compounds, 0.083% hits; in the data active means inhibition mostly above about 23%, no sharp cut-off; inactive means mostly below about 18%;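 further: 0% = cells with DMSO and 100% = no-cell wells with DMSO; some compounds called inactive have numbers as strong as hits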
DSG3 Ab inh: human desmoglein-3 autoantibody binding inhibition | P32926 | DSG3-coupled beads, scFv-anti-DSG3-GFP binding, flow cytometry; stronger effect = lower value | binding (percent of control), % at 10 µM | 310,000 compounds, 0.48% hits;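 active means binding more than 3 SD below its plate's average and above zero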;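 further: hits lower antibody fragment binding to DSG3; some compounds called inactive have numbers as strong as hits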
HTR5A ag: counter-screen for OPRM1-OPRD1 agonists: human HTR5A agonism. HTR5A agonist assay, luminescence, cell-based. activation, % at 9.3 µM. 340,000 compounds, 0.61% hits; in the data active means activation mostly above about 9.5%, no sharp cut-off; inactive means mostly below about 7.6%;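 further: 0% = cells with vehicle only and 100% = reference agonist; strong numbers were not always called active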
AddAB inh: less growth of phage-infected E. coli with AddAB | 330,000 compounds, 0.29% hits | E. coli expressing H. pylori AddAB, absorbance growth | AID 435030 | inhibition, % at 11.9 µM; in the data active means inhibition above about 12%;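 further: 0% = vehicle wells of infected cells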
MOR-DOR ag: agonists of human mu-delta opioid receptor heterodimerization; P35372+P41143; 340,000 compounds, 0.3% hits; activation, % at 9.3 µM; cells, OPRM1-OPRD1 heterodimerization, luminescence; AID 504326; in the data active means activation above about 18%;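 further: 0% = vehicle-treated cells and 100% = reference agonist; values of inactives mirror those of a sister screen read the other way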
Mot1-301 SUMO: SUMOylation pathway inhibition by Mot1-301 growth rescue; S. cerevisiae Mot1-301 growth rescue, ATP luminescence, 38.5C; percent above DMSO median, 100 means doubled; growth rescue, % at 18.8 µM; 320,000 compounds, 1% hits; AID 2716;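 active means every valid replicate shows activation above 250% relative to neutral control wells; inactive means the rest, any valid replicate at or below 250%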;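 further: OY570 slx delta 5 strain wells were the positive control but not used for scaling; some compounds called inactive have numbers as strong as hits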
phage Ecoli inh: E. coli growth loss with phage present; growth absorbance; AID 651602; inhibition, % at 11.9 µM; 360,000 compounds, 0.26% hits; in the data active means inhibition above about 11%
Starred values were filed as active, the others as inactive; · = not tested or not shown.

The line under a structure holds: PfHsp90 set2 | E coli growth | PKA-R1A act | MOR-DOR inv ag | HTR5A inv ctr | DSG3 Ab inh | HTR5A ag | AddAB inh | MOR-DOR ag | Mot1-301 SUMO | phage Ecoli inh
[1] CC(=O)c1ccc(S(=O)(=O)NC2CC(=O)N(c3ccc(C)c(C)c3)C2)cc1 (stereo not given)
  -21.6 | 0.0 | 5.5 | 4.4 | -5.6 | 100.5 | -2.2 | 4.9 | -0.9 | 2.4 | 2.1
[2] Cc1cc(=O)oc2cc(OCC(=O)Nc3nnc(C(C)C)s3)ccc12
  -16.3 | 1.8 | 0.0 | 12.2 | -1.3 | 104.0 | 0.8 | 2.2 | -2.4 | -0.2 | -1.9
[3] CCOc1ccc2[nH]c(C)cc(=O)c2c1
  7.7 | 2.8 | -2.6 | 3.5 | 10.0 | 111.5 | -3.8 | 5.9 | -0.7 | -11.3 | 3.3
[4] C=CCOc1ccc(-c2nc3c(c(=O)[nH]c(=O)n3Cc3ccccc3)n2CCCOC)cc1
  -2.0 | 0.9 | -0.4 | -25.3 | -13.6 | 100.3 | 5.1 | 3.0 | 4.8 | 10.4 | 2.6
[5] COc1ccc(-c2cn(Cc3ccc([N+](=O)[O-])cc3)nn2)cc1
  -21.6 | 1.0 | -3.8 | 12.1 | 7.0 | 97.2 | -2.8 | 2.2 | -2.2 | 17.1 | 2.2
[6] CCOC(=O)/C(=C\c1cn(C)c2ccccc12)[N+](=O)[O-]
  6.6 | 0.6 | -0.3 | 7.7 | 4.3 | 96.6 | -1.6 | 2.2 | -1.3 | 466.0 | 1.4
[7] O=C(COC(=O)c1ccc(Br)o1)NCc1ccccc1Cl
  -0.5 | -0.1 | 5.0 | -0.3 | -31.6 | · | 12.4 | -0.3 | 0.1 | -1.0 | 3.2
[8] CCOC(=O)c1[nH]c2cc(OC)c(OC)cc2c1NC(=O)c1nonc1C
  · | 0.2 | 3.4 | 5.8 | -6.6 | · | 2.2 | -0.2 | -1.1 | -15.3 | 14.0*
[9] C=CCN1C2=NCCCN2c2ccccc21
  -9.8 | 3.6 | 7.2 | -8.0 | 12.0 | 84.8 | -4.4 | 1.8 | 1.5 | 144.1 | 1.1
[10] CCCNC(=O)COC(=O)c1cc(-c2ccc(OC)cc2)nc2ccccc12
  7.3 | -3.4 | 4.6 | -5.5 | -0.2 | 101.7 | 0.1 | -1.3 | 1.1 | -22.8 | 1.5
[11] CC1CCN(C(=O)c2cc(Cl)ccc2NC(=O)c2ccco2)CC1
  -28.3 | 1.1 | -4.6 | 9.9 | -21.2 | 100.0 | 7.5 | 2.5 | -1.9 | -16.6 | 2.2
[12] CC(C)n1c(=S)[nH]c2c1c(=O)[nH]c(=O)n2C
  · | -0.2 | 0.7 | 1.4 | 8.7 | 107.9 | -4.0 | 4.1 | -0.3 | 16.7 | 2.5
[13] COc1cccc(NC(=O)CC(C)=O)c1
  -16.6 | 1.4 | -0.8 | 4.1 | 0.4 | 93.4 | 0.1 | 0.4 | -0.8 | -6.0 | 4.3
[14] CN(C(=O)CSc1nc2cc(Cl)ccc2c(=O)n1Cc1ccco1)C1CCS(=O)(=O)C1 (stereo not given)
  -25.0 | -1.1 | 4.0 | 3.5 | 6.0 | 99.9 | -2.1 | 1.7 | -0.7 | · | 2.5
[15] COC(=O)CCN1CCC(c2cc(-c3cccc(C(F)(F)F)c3)n[nH]2)CC1
  12.0 | -2.6 | -6.0 | 11.2 | -5.8 | 103.7 | 1.6 | 0.3 | -2.5 | 319.6* | 0.2
[16] COc1ccc(NC(=O)CN(C)CC(=O)Nc2cccc3ccccc23)c(OC)c1
  · | · | -9.7 | 9.5 | 4.7 | 107.1 | -1.7 | · | -1.5 | · | 2.9
[17] Cc1cc(C)cc(N(CC(=O)N2CCn3c2nc2ccccc23)S(=O)(=O)c2c(C)noc2C)c1
  8.8 | -0.4 | 4.9 | · | · | 105.1 | · | 2.6 | · | -1.1 | 2.0
[18] CCc1nnc(NC(=O)Cn2nc(-c3ccc(OC)c(OC)c3)ccc2=O)s1
  · | 0.2 | -1.1 | 7.3 | -11.2 | · | 4.3 | 2.5 | -1.2 | -11.2 | 2.6
[19] CC(=O)COC(=O)c1cc(-c2ccc(C)cc2)nc2ccccc12
  -1.0 | 0.1 | -2.5 | -11.9 | -26.4 | 102.6 | -0.6 | 1.6 | 1.7 | -14.8 | 2.3
[20] Cc1cc(NC(=S)Nc2ccc(C)c(Cl)c2)n[nH]1
  26.7 | 0.7 | 1.6 | 3.6 | -7.0 | 109.3 | 2.8 | 7.1 | -0.8 | 13.1 | -0.2
[21] Fc1ccccc1Nc1n[nH]c(=S)s1
  -0.9 | -0.6 | -7.4 | -11.6 | -6.0 | 97.7 | 2.1 | 2.9 | 2.2 | -8.5 | 5.0
[22] Cc1ccc(-n2nc3c(c2NC(=O)CCC2CCCCC2)CS(=O)C3)cc1 (stereo not given)
  -5.3 | -1.2 | -0.6 | -6.0 | 14.3 | 101.4 | -5.1 | 0.2 | 1.2 | 6.4 | 1.9
[23] CCc1cc2c(SCC#N)ncnc2s1
  21.8 | 0.7 | 5.6 | 12.4 | -6.0 | 105.5 | 3.0 | 3.3 | -2.4 | 129.3 | 2.5
[24] Cc1ccn2c(NC(=O)c3ccco3)c(-c3ccccc3)nc2c1
  8.2 | -2.3 | -10.9 | 11.0 | -5.0 | 105.5 | -0.1 | 1.1 | -1.9 | -6.9 | 0.4
[25] CSc1ccc(Cl)c(C(=O)OCC(=O)N2CCN(c3ccccc3)CC2)c1
  -2.8 | · | -16.6 | 11.1 | -3.9 | 101.5 | -0.3 | · | -2.3 | · | 3.2
[26] CN(C)c1nnnn1-c1cccc(Oc2ncc(C(F)(F)F)cc2Cl)c1
  5.0 | 2.0 | 4.1 | 0.4 | 0.4 | 99.2 | -0.1 | 2.3 | -0.1 | -1.3 | 3.3
[27] Cc1cc(N/N=C/c2ccc(N(C)C)cc2)nc(NCc2ccccc2)n1
  4.8 | 1.8 | · | · | · | 101.8 | · | 2.8 | · | -17.0 | 0.0
[28] CCc1ccc(S(=O)(=O)NCc2csc(C)n2)cc1
  31.6 | · | 2.0 | 8.4 | -8.9 | 97.9 | 2.4 | · | -1.9 | -2.9 | 0.6
[29] CC(=O)c1c(C)[nH]c(C(=O)NCc2cccs2)c1C
  14.9 | -1.3 | -15.4 | -12.4 | -41.6 | 101.8 | 0.0 | 1.0 | 2.2 | -1.0 | -2.0
[30] COc1cc(C(=O)OCC(=O)Nc2c(F)c(F)c(F)c(F)c2F)cc(OC)c1OC
  -2.8 | 0.0 | -4.5 | 20.8 | -3.0 | 95.3 | 1.1 | 0.3 | -3.7 | -17.2 | 1.7
[31] O=C(NC1CCCC1)C(NS(=O)(=O)c1cccc2nsnc12)c1ccccc1 (stereo not given)
  · | 0.8 | -2.7 | 7.5 | -20.2 | 104.6 | -0.4 | 1.4 | -1.3 | 0.9 | 1.9
[32] Cc1cc(Cl)c(S(N)(=O)=O)cc1OCC(N)=O
  -0.7 | -2.4 | -1.0 | 0.8 | -26.6 | 98.3 | 0.8 | -1.4 | -0.1 | 88.0 | 2.7
[33] COc1cccc(CNC(=O)CN2C(=O)NC(c3ccccc3)(c3ccccc3)C2=O)c1
  · | · | -5.8 | 7.0 | -5.4 | 102.5 | 1.9 | · | -1.1 | · | 6.0
[34] O=C(Nc1ccccc1N1CCCCC1)c1ccc([N+](=O)[O-])o1
  · | · | -6.0 | -60.0 | -0.7 | 97.0 | 0.2 | · | 9.4 | · | 2.1
[35] Cc1onc(-c2c(F)cccc2Cl)c1C(=O)NCCc1ccc(S(N)(=O)=O)cc1
  0.6 | -0.5 | -13.9 | 0.1 | -20.6 | 98.7 | -0.3 | 0.9 | 0.0 | 650.4 | ·
[36] O=C(c1ccccc1)N1CCN(C(=O)C23CC4CC(CC(C4)C2)C3)CC1
  2.6 | -1.8 | 0.6 | -0.6 | 11.1 | 101.3 | 2.5 | -1.2 | 0.1 | -16.1 | 1.2
[37] CCOC(=O)c1sc(=NC(=O)/C=C/c2cccs2)n(C)c1C
  7.6 | -2.4 | -0.8 | -11.2 | 15.9 | 99.6 | 10.8 | 1.9 | 2.3 | -7.9 | 1.8
[38] COc1ccc([C@H]2CC(=O)C=C(c3cccc(C#N)c3)C2)cc1
  -10.0 | -2.1 | 8.4 | 6.8 | 18.7 | 97.0 | 1.9 | 1.4 | -1.2 | 3.2 | 0.2
[39] CCCOc1ccc(C(=O)NNC(=S)NC(=O)c2cccs2)cc1
  8.6 | 4.2 | -4.0 | 19.8 | 26.2 | 117.0 | -7.0 | 3.5 | -4.0 | -3.8 | 3.9
[40] c1ccc(Cn2nnnc2CN2CCOCC2)cc1
  -2.8 | -0.9 | 3.2 | 11.7 | -4.5 | 98.2 | -0.2 | 3.8 | -1.9 | 15.3 | 0.0
[41] FC(F)(F)c1ccc(Cl)c(NC2=NCCCCC2)c1
  7.5 | 0.2 | 7.1 | -1.2 | -9.8 | 108.4 | 1.7 | 0.6 | 0.1 | -28.0 | -0.6
[42] Cc1c(Br)c(C(F)(F)F)nn1CC(=O)NCCN1CCOCC1
  38.8 | -1.1 | -6.9 | 14.0 | 23.5 | 93.6 | 0.8 | 1.6 | -2.4 | 10.7 | -1.2
[43] COc1ccc(N2Cc3cccc(C(=O)N4CCOCC4)c3C2=O)cc1
  -15.1 | 0.3 | 5.6 | 11.3 | -10.1 | 99.2 | -0.2 | 3.6 | -1.9 | -10.3 | 1.6
[44] Cc1ccc(S(=O)(=O)N(C)C2(C)CCS(=O)(=O)C2)cc1 (stereo not given)
  -1.6 | 1.5 | 4.5 | 17.7 | -14.3 | 96.6 | 4.8 | 3.7 | -3.2 | -21.7 | 1.7
[45] Cc1ccc(Sc2ncccc2[N+](=O)[O-])cc1
  -2.0 | 0.4 | -12.4 | -3.0 | -4.0 | 103.9 | 1.1 | 0.7 | 0.7 | -16.0 | -0.2
[46] COCCNC(=O)CN(c1cc(C(F)(F)F)ccc1Cl)S(C)(=O)=O
  -14.0 | 0.8 | 14.9 | 16.7 | -12.2 | 97.9 | 2.7 | 0.8 | -2.9 | -7.3 | 2.1
[47] Cn1c2c(c(=O)n(C)c1=O)CN(CC1CCCO1)CN2 (stereo not given)
  · | 0.0 | -0.7 | 0.4 | -12.3 | 97.3 | -1.6 | -0.1 | -0.1 | -24.5 | 2.3
[48] O=C1N/C(=C/c2ccc(N3CCOCC3)cc2)C(=O)N1Cc1ccc(F)cc1
  -0.6 | 2.4 | -10.3 | -24.4 | 7.1 | 98.1 | 4.1 | 1.5 | 4.8 | 6.6 | 3.1
[49] [O-]C1=N/[N+](=C/c2ccc(Cl)c(Cl)c2)CC1
  0.8 | -2.0 | -1.5 | 8.6 | -4.5 | 106.6 | 1.2 | -2.4 | -1.6 | 304.7 | 1.4
[50] COc1cc(NC(=O)c2ccc([N+](=O)[O-])cc2)ccc1NC(=O)C(C)C
  13.7 | -1.1 | · | · | · | 84.5 | · | 2.4 | · | 92.3 | 2.0
